High-throughput results deposited in PubChem by National Center for Advancing Translational Sciences (NCATS).
NPSR antagonist = neuropeptide S receptor (human) antagonism, cAMP. Q6W5P4. CHO-NPSR cells, cAMP TR-FRET, antagonist mode. Potency, µM (top dose mostly 38.3 µM), for inactives: at the top dose activity change, negative = inhibition, actives largely listed as inhibitors. actives 1% (n = 220,000). AID 1461; further: potency means the concentration at half of the fitted maximal effect; on the % scale 0 is the no-effect control and ±100 the full control effect; nearly all actives have a fitted effect of over 50% in size; many of its hits are not listed in these tables
Target sequence (Q6W5P4 whole entry, looked up): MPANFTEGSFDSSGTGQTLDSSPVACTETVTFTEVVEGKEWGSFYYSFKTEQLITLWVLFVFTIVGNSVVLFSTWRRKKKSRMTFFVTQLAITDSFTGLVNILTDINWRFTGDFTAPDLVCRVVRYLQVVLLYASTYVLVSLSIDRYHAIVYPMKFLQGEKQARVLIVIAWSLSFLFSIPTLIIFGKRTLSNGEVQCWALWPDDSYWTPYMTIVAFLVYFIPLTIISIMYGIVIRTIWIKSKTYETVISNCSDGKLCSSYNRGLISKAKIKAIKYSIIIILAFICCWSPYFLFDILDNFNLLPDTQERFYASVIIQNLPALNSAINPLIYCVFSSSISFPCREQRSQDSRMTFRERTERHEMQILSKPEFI
TRb SRC2 PPI = disrupts binding of human TR beta to SRC2; P10828; TRbeta-SRC2 peptide binding, fluorescence polarization; receptor liganded with 1 µM T3; Potency, µM (highest dose often 106 µM), for inactives: top-dose activity change, negative = inhibition, usual class: inhibitors; actives 0.065% (n = 280,000); AID 1469;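 further: potency means the concentration at half of the fitted maximal effect; plate controls were bound peptide for no effect and peptide without receptor for full effect; nearly all actives have a fitted effect of over 50% in size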
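Binding of a 20-amino-acid Texas Red SRC2 peptide (20 nM) to TRb ligand-binding domain (0.6 uM) with agonist T3 at 1 uM was followed by fluorescence polarization after a 5 hr room-temperature incubation.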
Tau fibril FP = blocks human tau fibril formation measured by polarization; actives 0.39% (n = 280,000); K18 P301L tau heparin fibrillization, Alexa594 FP, 6 h; AID 1468; P10636; Potency, µM (top dose mostly 57.7 µM), without a hit: top-dose activity, negative = inhibition, most hits filed as inhibitors; further: potency means the concentration at half of the fitted maximal effect; on the % scale 0 is the no-effect control and ±100 the full control effect; nearly all actives have a fitted effect of over 55% in size
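Recombinant K18 P301L […], labeled with Alexa 594 at 0.24 uM over 15 uM unlabeled; heparin inducer 20 uM final; 37 C, 6 hr; FP endpoint.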
CBFb RUNX1 block = CBF-beta/RUNX1 interaction disruption; Q01196+Q13951; AlphaScreen CBFb-His/RUNX1-biotin binding, biochemical; Potency, µM (top dose mostly 59.8 µM), inactives show at the top dose activity, negative = inhibition, actives largely listed as inhibitors; 230,000 tested, under 10 active; AID 1477; further: % of control where 0% means no effect
Target sequence (Q01196 whole entry, looked up): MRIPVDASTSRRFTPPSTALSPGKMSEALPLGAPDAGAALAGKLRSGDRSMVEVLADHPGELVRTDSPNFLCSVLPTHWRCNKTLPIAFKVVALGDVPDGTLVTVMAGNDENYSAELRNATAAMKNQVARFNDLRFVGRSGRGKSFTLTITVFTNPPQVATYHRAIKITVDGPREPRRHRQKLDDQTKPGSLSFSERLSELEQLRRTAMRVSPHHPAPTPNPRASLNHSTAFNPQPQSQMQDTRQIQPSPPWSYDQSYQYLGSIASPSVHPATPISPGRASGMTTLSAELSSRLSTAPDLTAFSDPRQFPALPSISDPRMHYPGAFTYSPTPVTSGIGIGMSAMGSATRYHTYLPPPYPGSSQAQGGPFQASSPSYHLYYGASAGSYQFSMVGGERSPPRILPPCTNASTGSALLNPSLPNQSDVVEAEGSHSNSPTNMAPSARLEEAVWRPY
Target sequence (Q13951 whole entry, looked up): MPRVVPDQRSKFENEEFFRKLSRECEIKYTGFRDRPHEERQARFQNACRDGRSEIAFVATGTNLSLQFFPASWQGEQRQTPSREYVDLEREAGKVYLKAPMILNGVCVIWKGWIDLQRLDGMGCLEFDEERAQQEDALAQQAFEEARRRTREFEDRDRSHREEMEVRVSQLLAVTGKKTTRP
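Interaction loss through any mechanism counts as activity. Pre-formed complex of His-CBF-beta and biotin-RUNX1 (30 nM apiece) is incubated with compound 15 min, then with 50 ng nickel and 50 ng streptavidin beads for 90 min before AlphaScreen detection.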
TexasRed fluor = Texas Red fluorescence interference in TRb-SRC2 counter-screen; actives 0.29% (n = 280,000); TRb/SRC2 Texas Red total fluorescence interference; Potency, µM (doses to about 106 µM), for inactives: at the highest dose fluorescence change, negative = quenching; active means well fitted curve in either direction with a large enough effect; inconclusive means small, poorly fitted or top-dose-only effect; further: potency means the concentration at half of the fitted maximal effect; on the % scale 0 is the no-effect control and ±100 the full control effect
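Flags fluorescent or light-absorbing compounds by total fluorescence, S + 2P, at 555 nm excitation and 632 nm emission. Mixture: 20 nM Texas Red SRC2 peptide, 0.6 uM human TRb LBD, 1 uM T3, 5% DMSO; compound exposure 5 h at ambient temperature.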
Epigenetic derep = regulators of epigenetic silencing causing reporter derepression in mouse cells; actives 0.2% (n = 280,000); AID 1865; Potency, µM (series often up to 53.9 µM), for the others: top-dose GFP activation, actives largely listed as activators; murine LDR cells, GFP reporter derepression, 30 h; further: potency means the concentration at half of the fitted maximal effect; % of control where 0% means no effect; nearly all actives have a fitted effect of over 60% in size
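Readout is the number of GFP-expressing murine LDR cells, counted by cytometry following washing. Cells were treated with compound for 30 h at 37 C; the stably integrated CMV-GFP locus is normally silent.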
Tau fluor counter = counter-screen for tau fibril formation inhibitors. tau K18 P301L (four-repeat tau fragment) Alexa594 fluorescence, heparin fibrillization. Potency, µM (highest dose often 57.7 µM), for the others: top-dose activity change, negative = decrease. actives 0.93% (n = 280,000). AID 1463; further: potency means the concentration at half of the fitted maximal effect; on the % scale 0 is the no-effect control and ±100 the full control effect; nearly all actives have a fitted effect of over 55% in size
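Human K18 P301L tau (15 uM unlabeled plus 0.24 uM Alexa 594-labeled, final) in 100 mM sodium acetate pH 7 was mixed with compound and 20 uM heparin and incubated 6 hr at 37 C.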
aGal spleen mod = inhibitors or activators of human alpha-galactosidase in spleen homogenate | human spleen homogenate, 4MU-alpha-Gal fluorescence, 40 min | Potency, µM (series often up to 80 µM), without a hit: at the highest dose activity change, negative = inhibition, most hits filed as inhibitors | actives 0.008% (n = 240,000) | AID 2107;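 further: potency means the concentration at half of the fitted maximal effect; 0% = enzyme with vehicle and -100% = no enzyme basal signal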
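Human spleen homogenate (1 ug) was the enzyme source, with 4-methylumbelliferyl-alpha-D-galactopyranoside (1 mM final) in pH 5.0 citrate buffer with 0.01% Tween-20. Compounds were titrated; after 40 min at 37C, NaOH/glycine stop, 4-MU fluorescence read; AC50 from Hill fits.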
* hit, by the source's call; ? = inconclusive; · = not tested or not shown; & = joins results of further samples; [ ] = another dose, or the depositor's remark. Unless noted, the call rests on the fitted dose curve; in most records, active means well fitted curve in the direction sought with a large enough effect; inconclusive means small, poorly fitted or top-dose-only effect, or another doubt; inactive means no such curve, though single readings can be large; an effect the other way counts as inactive or inconclusive.

SMILES | NPSR antagonist | TRb SRC2 PPI | Tau fibril FP | CBFb RUNX1 block | TexasRed fluor | Epigenetic derep | Tau fluor counter | aGal spleen mod
CC=C(/C(=C/C)c1ccc(O)cc1)c1ccc(O)cc1 | · | 0.6%[53 µM] | · | 4.1%[21.7 µM] | -0.9%[53 µM] | 6.8%[16.9 µM] | · | 1.8%[29.1 µM]
O=S(=O)(CC(O)CS(=O)(=O)c1ccc(Cl)cc1)c1ccccc1 (stereo unspecified) | 8.0% | 0.1% | 1.5% | 1.3% | 0.7% | -0.1% | -2.6% | -7.6%
Cc1ccc(C)c(NC(=O)C(=O)NCCCN2CCOCC2)c1 | 12.2% | 4.0%&3.9% | ? | ? | -0.1%&-0.7% | -0.2%&3.5% | 13.2%&-12.7% | 1.7%
Cc1ccc(C)c(N2C(=O)CN=C2Nc2ccccc2Cl)c1 | 0.2%[46.1 µM] | 2.2% | 2.4% | 9.8% | -1.7% | 4.5% | -10.6% | 1.5%
COc1ccc(N2C(=O)c3ccc(NC(C)=O)cc3C2=O)cc1 | -10.3%[46.1 µM] | -1.9% | 1.3% | 2.4% | -3.9% | 0.8% | 3.0% | 5.7%
Cc1c(C(=O)Nc2ccc(F)cc2F)nnn1-c1ccccc1Br | · | 6.1% | -1.5% | · | -3.3% | -3.0% | -11.2% | ·
CC(C)(C)NC(=O)Cn1c(Cl)nc2ccccc21 | 3.8% | -3.8% | -1.0% | -1.0% | -0.4% | 0.0% | 0.0% | -3.9%
CCN1CCN(c2nc3c(S(=O)(=O)c4ccc(Br)cc4)nnn3c3ccsc23)CC1 | · | 1.3% | -17.1% | · | -1.3% | 4.1% | -18.9% | ·
CC12C(=O)N(Cc3ccco3)C(=O)C1C1c3ccccc3C2c2ccccc21 (stereo unspecified) | -17.1%[46.1 µM] | -3.0% | 1.9% | -0.4% | -7.6% | 0.1% | -2.8% | 10.4%
COc1cc(Br)cc2cc(C(=O)NCC3CCCO3)c(=O)oc12 (stereo unspecified) | 9.8%[46.1 µM] | -11.0% | 3.5% | 5.0% | -3.7% | -1.1% | 0.5% | -7.3%
Cc1ccccc1NC(=O)CSc1nc(N)c(C#N)c(-c2cccs2)c1C#N | ? | 6.4% | ? | 2.0% | -2.8% | 14.5% | 4.8% | 9.9%
COc1cc(C(=O)Nc2cc(C(F)(F)F)ccc2N2CCOCC2)ccc1O | -25.6% | 5.3% | -5.3% | 0.8% | -3.1% | -6.9% | -27.5% | -3.6%
CCN1C(=O)[C@H]2[C@H]3[C@H](O)[C@H](O)C/C(=N/O[C@@H](C)CN4CCCc5nc(C)c(C)cc54)[C@@H]3CC[C@@H]2C1=O | · | -0.1%[11.2 µM] | -0.7%[11.6 µM] | 0.2%[13.1 µM] | -0.6%[11.2 µM] | 0.0%[10.1 µM] | -3.9%[11.6 µM] | 8.9%[17.5 µM]
O=C(Cn1nnc2ccccc21)OCC(=O)c1ccc(F)cc1 | -14.0% | -5.1% | -2.3% | 11.0% | 0.3% | -0.2% | -4.8% | 9.6%
O=c1c(N2CCN(c3cccc(C(F)(F)F)c3)CC2)csc2ccccc12 | · | 6.9% | 1.1% | · | -0.4% | -1.1% | -16.4% | ·
Cc1ccc(C)c(NC(=S)/C(=C(\[O-])c2ccc(OC(F)F)cc2)[n+]2ccccc2)c1 | 0.6% | 1.7% | -2.2% | 0.0% | -2.2% | 1.3% | -4.9% | -6.8%
O=C(Cc1cccs1)Nc1nc2ccccc2s1 | 0.9%[46.1 µM] | -0.2% | -13.4% | 0.9% | 1.2% | 1.9% | -26.3% | 4.5%
Cc1sc2ncn(-c3ccccc3)c(=O)c2c1C | 4.3% | -1.1% | -13.0% | 9.3% | -0.5% | 0.0% | -14.6% | -11.1%
COc1ccc(OC)c(Nc2nc(-c3cccc([N+](=O)[O-])c3)nc3ccccc23)c1 | -2.0%[46.1 µM] | -19.6% | 11.4% | -2.3% | -1.1% | 0.0% | -15.6% | 0.4%
N#Cc1ccc(NC(=O)c2ccc3c(c2)nnn3C2CCCC2)cc1 | · | 6.9% | -13.1% | · | 0.8% | -3.7% | -3.2% | ·

Of the compounds above, 4 contain two or more sulfur atoms:
SMILES | NPSR antagonist | TRb SRC2 PPI | Tau fibril FP | CBFb RUNX1 block | TexasRed fluor | Epigenetic derep | Tau fluor counter | aGal spleen mod
O=S(=O)(CC(O)CS(=O)(=O)c1ccc(Cl)cc1)c1ccccc1 (stereo unspecified) | 8.0% | 0.1% | 1.5% | 1.3% | 0.7% | -0.1% | -2.6% | -7.6%
CCN1CCN(c2nc3c(S(=O)(=O)c4ccc(Br)cc4)nnn3c3ccsc23)CC1 | · | 1.3% | -17.1% | · | -1.3% | 4.1% | -18.9% | ·
Cc1ccccc1NC(=O)CSc1nc(N)c(C#N)c(-c2cccs2)c1C#N | ? | 6.4% | ? | 2.0% | -2.8% | 14.5% | 4.8% | 9.9%
O=C(Cc1cccs1)Nc1nc2ccccc2s1 | 0.9%[46.1 µM] | -0.2% | -13.4% | 0.9% | 1.2% | 1.9% | -26.3% | 4.5%

Next compounds follow.
SMILES | NPSR antagonist | TRb SRC2 PPI | Tau fibril FP | CBFb RUNX1 block | TexasRed fluor | Epigenetic derep | Tau fluor counter | aGal spleen mod
COc1ccc(NC(=O)C2CCCCN2S(=O)(=O)c2ccc(F)cc2)c(OC)c1 (stereo unspecified) | ? | -3.5% | 2.6% | -6.2% | -0.7% | -2.2% | -28.2% | -14.8%
C[C@]12CCC3c4ccc(OS(=O)(=O)O)cc4CCC3C1CCC2=O (stereo partly specified) | · | 0.9% | -8.8% | -6.3% | -1.4% | -1.3% | -2.3% | -4.8%
CCOC(=O)NC(Nc1cc(C)ccn1)(C(F)(F)F)C(F)(F)F | -1.2%[46.1 µM] | -7.8% | -5.8% | 9.5% | -2.3% | -0.7% | -3.0% | -0.7%
CCOc1cc(C(=O)N2CCN=C2SC)cc(OCC)c1OCC | -1.5%[46.1 µM] | 4.0% | 2.4% | 4.9% | 2.4% | 0.0% | 7.8% | 10.4%
CCC1CN(S(=O)(=O)c2cc(-c3cc(C)no3)ccc2C)c2cc(C)ccc2O1 (stereo unspecified) | · | -14.1% | ? | · | -0.8% | -3.2% | -24.8% | ·
CNC(=O)Cn1nc(C)c2ccccc2c1=O | 4.4%[46.1 µM] | 2.9% | -2.2% | 4.3% | 1.5% | 0.8% | -1.7% | 5.3%
Cc1ccc(NC(=O)C2CCN(S(=O)(=O)c3cccs3)CC2)cc1 | -9.1% | -3.6%&1.6% | -1.7%&-9.1% | 1.9% | -0.2%&-15.1% | 6.8%&-0.9% | -4.2%&-12.4% | 1.0%
COc1ccc(Nc2ncnc3ccc(OC)cc23)cc1 | · | 2.2% | 4.7% | 7.1% | -0.8% | 0.0% | -27.8% | -7.1%
Cc1ccc(/C=N/NC(=O)c2ccco2)cc1 | -6.3% | -0.4% | -9.1% | -1.3% | -1.0% | 1.8% | -3.8% | 1.6%
Cc1cc(N2C(=O)c3ccccc3C2=O)n(C)n1 | -10.0% | 2.1% | -0.7% | -6.7% | 0.3% | 0.0% | 4.5% | -1.6%
C=C(Cl)COc1ccc2c(CCC)cc(=O)oc2c1 | ? | -1.7% | 8.5% | 10.5% | 0.9% | 0.0% | -14.0% | -6.4%
CCCNC(=O)c1ccc2snnc2c1 | -5.1%[46.1 µM] | -5.2% | 5.6% | 1.7% | 1.7% | -1.0% | 10.7% | 2.4%
CCN(CC)C(=O)CCCc1c[nH]c2ccccc12 | 13.8% | -2.5% | 4.2% | -4.1% | -1.0% | -1.0% | -15.6% | -1.2%
Cc1ccc(-c2nc3cc(NC(=O)c4cc5ccccc5o4)ccc3o2)cc1Cl | · | 2.6% | -6.0% | · | -1.7% | -3.1% | 1.2% | ·
COc1ccc(C(=O)NC(=S)NNC(=O)c2ccc(NC(=O)C(C)C)cc2)cc1 | -8.7% | 6.1% | 5.1% | ? | -3.6% | -1.9% | -16.7% | 2.7%
CCn1c(N)c(C(=O)NCCOC)sc1=S | 3.6%[46.1 µM] | -1.9% | -5.3% | 0.2% | -0.8% | 3.2% | -0.7% | 7.3%
Cc1cc(C)n(C(=O)c2ccc(S(=O)(=O)N3CCCC3)cc2)n1 | -12.1%[46.1 µM] | -4.0% | -4.4% | 3.9% | -3.7% | -0.2% | -0.2% | 1.4%
O=C(CCc1ccccc1)NN1C(=O)C2C3C=CC(C3)C2C1=O (stereo unspecified) | 9.4% | -0.2% | -12.7% | -0.5% | -1.7% | -2.9% | -11.4% | 3.5%
CCOC(=O)N=Nc1c(O)n(CC(=O)OC)c2ccccc12 | -16.6% | 2.3% | -10.1% | -12.7% | -8.5% | 2.3% | -9.1% | -9.3%
CCOC(=O)c1c(C)n(C)c2ccc(O)c(S(=O)(=O)c3ccccc3)c12 | -15.5%[46.1 µM] | -17.1% | 8.7% | 5.5% | 2.4% | 1.6% | 7.2% | 4.3%
CC1CN(C(NC(=O)c2ccccc2)C(Cl)(Cl)Cl)CC(C)O1 (stereo unspecified) | 14.3% | -4.5% | -1.4% | -0.3% | 0.8% | 2.2% | -6.0% | -5.8%
O=C(Nc1cccc(NC(=O)c2cccnc2Cl)c1)c1ccco1 | -0.1%[46.1 µM] | -0.4% | -7.1% | 4.5% | -3.7% | 2.1% | -11.2% | 3.4%
COc1ccc(N(Cc2ccccc2)C(=O)c2nc(SC)ncc2Cl)cc1 | · | -12.8% | -4.5% | · | 7.2% | 1.9% | -26.1% | ·
O=C(N/N=C/c1c(Cl)cccc1Cl)C(=O)NC1CC1 | 1.8% | -11.6% | -4.9% | 9.7% | -0.4% | -3.2% | 1.7% | 5.3%
CC(C)CC(=O)NC(=S)NNC(=O)c1ccc(NC(=O)C2CCCCC2)cc1 | -9.2% | 5.1% | 0.3% | ? | -2.8% | -0.9% | -18.9% | -9.0%

A portion of the library; count on the stated rates, not on these rows.
